H37Rv inhibition = M. tuberculosis growth inhibition, HTS (AID 449762) | inhibition, % at 25 µM; hits with a dose series show IC50 in µM | actives 0.59% (n = 330,000) | M. tuberculosis H37Rv growth inhibition, 7H9 media; higher % means a stronger effect; in the data active means a potency from the dose series; inconclusive means inhibition above about 70% without an active follow-up result;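 further: bacterial growth assessed after seven days of incubation; strong numbers were not always called active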
Salmonella PhoP GFP = Inhibition of PhoP regulon, Salmonella typhi GFP reporter cells, confirmation, 4 h (AID 1850) | one-dose inhibition, % at 50 µM; IC50 in µM for titrated hits | Salmonella Typhi PhoP-promoter GFP reporter, fluorescence, 4 h; higher % means a stronger effect | actives 0.33% (n = 310,000); in the data active means a potency from the dose series; inconclusive means inhibition mostly from about 25% at the one dose, without a potency; inactive means the rest, 99 in 100 with inhibition below about 19%;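 further: 0% = induced wells with vehicle and 100% = uninduced wells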
VEEV TC-83 Vero = inhibitors of VEEV TC-83 cytopathic effect, confirmation, Vero cells (AID 588727) | Vero cells, VEEV TC-83 cytopathic effect inhibition; higher % means a stronger effect | inhibition, % at 20 µM; hits with a dose series show IC50 in µM | actives 0.13% (n = 350,000); in the data active means a potency from the dose series; inconclusive means inhibition mostly from about 14% at the one dose, without a potency; inactive means the rest, 99 in 100 with inhibition below about 12%; further: strong numbers were not always called active
M. tuberculosis = growth inhibition of non-replicating M. tuberculosis (AID 488890); Mycobacterium tuberculosis non-replicating, growth inhibition; higher % means a stronger effect; actives 0.39% (n = 320,000); one-dose inhibition, % at 25 µM; IC50 in µM for titrated hits; in the data active means a potency from the dose series; inconclusive means inhibition mostly from about 82% at the one dose, without a potency; inactive means the rest, 99 in 100 with inhibition below about 76%;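 further: plate controls were DMSO cells for no effect and high antibiotic wells for full effect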
influenza NS1A = H1N1 influenza NS1A inhibitors, functional cell based assay (AID 504329) | NS1A functional cell-based assay, percent inhibition; higher % means a stronger effect | inhibition, % at 12.5 µM, or IC50 in µM where a hit was titrated | actives 0.3% (n = 340,000); in the data active means a potency from the dose series; inconclusive means inhibition above about 27% without an active follow-up result; further: strong numbers were not always called active
VEEV TC-83 Vero 10K pilot screen = second read-out of VEEV TC-83 Vero, no call of its own (marks repeat the call); inhibition, %; measured here: 10K pilot screen inhibition
The depositor's hits bear a star; i = inactive; u = inconclusive; x = no result given. Rows were taken by chance; 1.5% or so of the library scored in one or more.

SMILES	H37Rv inhibition	Salmonella PhoP GFP	VEEV TC-83 Vero	M. tuberculosis	influenza NS1A	others
CCN(CC)S(=O)(=O)c1cc(NC(=O)C(C)N2CCc3ccccc32)ccc1C (configuration not stated)	33.0%	9.5%	i	25.1%	2.3%
O=C(CCNC(=O)Cn1ccc2ccccc2c1=O)NCCN1CCc2ccccc2C1	-16.8%	-2.7%	i	19.7%	0.3%
Cc1ccc(S(=O)(=O)Nc2cccc(C(=O)NCC(c3ccccc3)N(C)C)c2)cc1F (configuration not stated)	-0.1%	20.2%	2.1%	16.8%	4.1%
Cc1nc(SCc2c(F)cccc2Cl)n[nH]1	-11.2%	-5.8%	i	-1.6%	-3.5%
CCCOc1cccc(C(=O)NCCCNC(=O)c2cccnc2)c1	-15.7%	-9.6%	2.1%	-3.7%	-1.5%
COC(=O)C(C)Sc1nnc(Cc2cc(=O)[nH]c(=O)[nH]2)n1-c1ccc(OC)cc1 (configuration not stated)	2.1%	-3.2%	4.1%	-0.1%	-2.6%
O=[N+]([O-])c1nn(-c2ccc3c(c2)OCCO3)n(O)c1=NCCC1=CCCCC1	50.7%	-2.0%	4.9%	34.1%	7.5%
CC1CC(C)CN(CCCNC(=O)CC2Oc3ccccc3NC2=O)C1 (configuration not stated)	-3.6%	-11.1%	0.8%	1.4%	-6.0%
O=c1oc(CCO)cc2ccccc12	7.5%	x	i	x	4.8%	VEEV TC-83 Vero 10K pilot screen=0.5
Cc1cc(NC(=O)CSc2ncnc3c2cnn3-c2cccc(Cl)c2)no1	-7.4%	3.4%	0.8%	11.9%	0.2%
O=C(c1ccc(-c2ccc([N+](=O)[O-])cc2Cl)o1)N1CCOCC1	u	1.7%	0.7%	49.5%	-7.3%
CCn1nc(C)c(NC(=O)CSc2nnc(-c3ccco3)n2C)c1C	9.5%	-4.1%	0.2%	-0.7%	2.7%
CNC(=O)CSc1nnc(CCc2ccccc2)n1-c1ccccc1	-0.9%	-11.3%	0.5%	2.7%	3.4%
Cc1cc(C)n2nc(C(=O)N/N=C/c3ccc(Cl)cc3)nc2n1	1.5%	13.7%	1.3%	-9.8%	0.7%
O=C(O)Cc1cccc(=O)c(O)c1C(=O)O	x	x	2.2%	x	3.7%
Cc1ccccc1NC(=S)c1nc2ccccc2[nH]1	3.0%	-1.0%	1.2%	77.8%	2.3%
COc1ccccc1N1CCN(CC(=O)Nc2ccc(C)c(F)c2)CC1	-0.1%	-2.3%	2.1%	21.2%	4.6%
O=C(OCC(=O)N1CCCc2ccccc21)c1ccc(Br)o1	-1.1%	0.0%	i	u	-11.9%
Cc1ccc(NCCC(=O)c2ccc(Cl)cc2)cc1	u	2.9%	i	u	9.7%
COC(=O)c1ccc2c(=O)n(-c3ccccc3)c(SCN3C(=O)c4ccccc4C3=O)nc2c1	-4.2%	-0.1%	1.7%	-7.3%	-3.0%
CCCCCCCN1C=CC(=O)CC1	-2.9%	4.5%	2.7%	1.0%	-17.0%
NC(=O)[C@@H]1CCCN1Cc1nc(Cc2ccccc2F)no1	-4.1%	5.4%	4.2%	3.0%	2.2%
CC1SC(c2ccc(F)cc2)N(CCc2ccccc2)C1=O (configuration not stated)	4.5%	11.2%	i	18.4%	-0.3%
CC(=O)N1CCC2(CC1)CC(=O)c1cc(OCC(=O)N3CCC4(CC3)OCCO4)ccc1O2	-0.8%	-0.4%	1.4%	-17.7%	-24.3%
CC(/C=C/c1cccc([N+](=O)[O-])c1)=N/NC(=O)c1cccnc1	53.5%	-2.9%	2.7%	u	-9.9%
CC(OC(=O)c1oc2ccccc2c1COc1ccccc1)C(N)=O (configuration not stated)	14.1%	-5.5%	i	3.6%	-4.7%
Nc1ncnc2oc(-c3ccco3)c(-c3ccco3)c12	-6.3%	-14.4%	1.8%	8.1%	-7.1%
CCOc1ccc(CCNC(=O)CCc2nnc3ccc(N4CCOCC4)nn23)cc1	-2.3%	-14.1%	1.0%	-3.8%	2.7%
CSCC(C)N1CCC(CO)(CCCc2ccccc2)CC1 (configuration not stated)	-0.7%	-0.8%	0.9%	27.3%	2.1%
CN1CC=C2C(C#N)=C(N)C(C#N)(C#N)C(c3ccsc3)C2C1 (configuration not stated)	-4.5%	-2.8%	1.5%	2.7%	-1.6%
O=C(Nc1cccc(F)c1)c1cc(S(=O)(=O)NCCC2=CCCCC2)ccc1F	9.9%	-8.2%	i	7.2%	-7.7%
N#Cc1ccc(NC(=O)N2CCC(c3nc4c(nnn4Cc4cccc(Cl)c4)c(=O)[nH]3)CC2)cc1	u	-6.5%	i	42.4%	2.1%
COc1cc(C(=O)Nc2ccc3c(c2)Cc2cc(NC(=O)c4cc(OC)c(OC)c(OC)c4)ccc2-3)cc(OC)c1OC	18.6%	-4.2%	12.0%	-4.5%	-2.7%
CNCC[C@@H](Oc1ccccc1C)c1ccccc1	-9.2%	2.7%	0.6%	-0.4%	3.3%
O=C(NCc1cccnc1)c1ccc(NS(=O)(=O)c2ccc(F)cc2)cc1	-12.6%	-3.3%	2.0%	0.8%	1.6%
CC(C)C(=O)NC(=S)Nc1ccc(S(=O)(=O)NC(C)(C)C)cc1	1.8%	-0.5%	3.7%	33.9%	3.9%

The list goes on, starting with the last 4 of the part before.
SMILES	H37Rv inhibition	Salmonella PhoP GFP	VEEV TC-83 Vero	M. tuberculosis	influenza NS1A	others
COc1cc(C(=O)Nc2ccc3c(c2)Cc2cc(NC(=O)c4cc(OC)c(OC)c(OC)c4)ccc2-3)cc(OC)c1OC	18.6%	-4.2%	12.0%	-4.5%	-2.7%
CNCC[C@@H](Oc1ccccc1C)c1ccccc1	-9.2%	2.7%	0.6%	-0.4%	3.3%
O=C(NCc1cccnc1)c1ccc(NS(=O)(=O)c2ccc(F)cc2)cc1	-12.6%	-3.3%	2.0%	0.8%	1.6%
CC(C)C(=O)NC(=S)Nc1ccc(S(=O)(=O)NC(C)(C)C)cc1	1.8%	-0.5%	3.7%	33.9%	3.9%
CC(C)CC(=O)NC(=S)NCc1ccccc1	6.5%	-8.1%	i	u	15.0%
CC(O)CN1CCN(C(=O)CN2C(=O)NC(c3ccccc3)(c3ccccc3)C2=O)CC1 (configuration not stated)	-0.7%	-3.6%	0.7%	8.2%	-4.0%
COc1cc(Cl)ccc1OCc1cc(C(=O)NCCCN2CCCC2=O)no1	7.5%	2.8%	1.1%	1.1%	0.0%
CC1CCN(C(=O)Cn2nnc(-c3ccc(C(C)C)cc3)n2)CC1	9.8%	2.8%	1.0%	44.6%	-8.7%
Cc1cc(Br)ccc1NC(=O)C1CCN(S(=O)(=O)c2cnc[nH]2)CC1	-2.6%	10.3%	4.9%	-2.2%	-4.2%
COCCN(C(=O)C(F)(F)F)C(C(=O)NC1CCCCC1)c1ccco1 (configuration not stated)	-11.8%	6.8%	0.4%	10.0%	-5.5%
CCOC(=O)Nc1ccc2c(c1)N(C(=O)CCCl)c1ccccc1[S@]2=O	-2.8%	4.6%	u	3.68µM*	2.7%
Cc1ccc2c(c1)NC(=O)C(CC(=O)Nc1ccc(CN3CCC(C)CC3)cc1)O2 (configuration not stated)	-8.1%	-8.1%	0.2%	8.3%	12.4%
COc1ccc(C(=O)NC2(C(F)(F)F)N=C3SCCN3C2=O)cc1 (configuration not stated)	-3.4%	-2.2%	i	9.3%	-2.1%
Cc1ccc(S(=O)(=O)N(C)c2ccc(OC(=O)CN3C(=O)NC4(CCCC4)C3=O)cc2)cc1C	7.9%	-4.8%	7.5%	5.2%	-17.1%
Cc1cc(N)n(C2CCN(C)CC2)n1	-12.0%	-5.3%	i	-8.8%	13.2%
CCn1c(C(=O)NC2CCC(C)CC2)cc2sccc21 (configuration not stated)	0.7%	-6.0%	i	0.2%	14.5%
O=C(Nc1cc2c(ccc3ccccc32)oc1=O)C1CCCCC1	2.6%	-12.0%	1.0%	-5.7%	-7.3%
Cc1ccsc1/C=N\NC(=O)CC(=O)NCc1ccccc1	-7.1%	-3.8%	0.2%	10.2%	-16.4%
CC(C)(C)c1ccc(C(=O)O)c(C(=O)c2ccccc2)c1	-4.8%	5.2%	1.2%	10.2%	-6.1%
Cc1noc(C)c1CSc1nnc2scc(-c3ccccc3)n12	5.6%	-6.3%	1.7%	0.4%	0.1%
CC(C)(C)NC(=O)Nc1ccc(F)c(Cl)c1	-3.3%	-9.8%	0.5%	-4.7%	10.0%
C[N+](C)(C)CC(=O)O	6.0%	-4.4%	0.2%	-2.0%	-2.8%
Cc1csc(NC(=O)CSc2nnc(CCNC(=O)c3cccs3)n2C)n1	10.5%	-10.4%	1.2%	3.9%	3.3%
CCOc1ccc(N2CC(C(=O)Nc3cc(C)on3)CC2=O)cc1 (configuration not stated)	-16.3%	-2.5%	0.1%	3.2%	4.4%
N#Cc1cccc(S(=O)(=O)N2CCN(c3ccnc4cc(Cl)ccc34)CC2)c1	8.6%	-4.0%	5.2%	13.1%	-6.6%
Cc1ccccc1NC(=O)c1c2c(nc3ccccc13)CCC2	6.6%	4.1%	1.0%	-8.6%	4.7%
CCOc1ccc(-n2c(SCC(=O)NCc3ccco3)nc3c([nH]c4ccccc43)c2=O)cc1	8.9%	-4.9%	0.2%	1.4%	-3.0%
CC1=Nc2cc(C(=O)N3CCCC3)ccc2Sc2c(C)ccc(C)c21	4.2%	3.5%	8.21µM*	36.4%	0.5%

Three successive records out of the list so far, for reference:
SMILES	H37Rv inhibition	Salmonella PhoP GFP	VEEV TC-83 Vero	M. tuberculosis	influenza NS1A	others
Cc1ccccc1NC(=O)c1c2c(nc3ccccc13)CCC2	6.6%	4.1%	1.0%	-8.6%	4.7%
CCOc1ccc(-n2c(SCC(=O)NCc3ccco3)nc3c([nH]c4ccccc43)c2=O)cc1	8.9%	-4.9%	0.2%	1.4%	-3.0%
CC1=Nc2cc(C(=O)N3CCCC3)ccc2Sc2c(C)ccc(C)c21	4.2%	3.5%	8.21µM*	36.4%	0.5%

Continuation:
SMILES	H37Rv inhibition	Salmonella PhoP GFP	VEEV TC-83 Vero	M. tuberculosis	influenza NS1A	others
COc1c(C)cccc1C(=O)Nc1ccc(OCC(=O)N2CCOCC2)cc1C	-11.9%	-16.9%	0.5%	2.3%	-4.4%
COc1ccccc1NC(=S)NC(C)=O	0.3%	4.8%	0.8%	13.3%	0.4%
COc1ccc(CCN(C)CC(O)c2ccccc2)cc1OC (configuration not stated)	-0.8%	17.5%	0.5%	-9.3%	0.5%
O=C(NCc1ccccc1CN1CCCC1)c1cc2ccccc2o1	-4.0%	x	0.6%	81.9%	-2.5%
CCOC(=O)c1c(C)[nH]c(C(=O)COC(=O)c2ccc(N3CCCC3=O)cc2)c1C	-7.7%	-2.4%	8.9%	-4.0%	5.9%
COc1ccc(C(C)=O)cc1CSc1nc2nc(C)cc(C)n2n1	-11.1%	-3.0%	3.8%	2.4%	3.8%
Cc1cc(=O)n2nc(N3CCCC(C(=O)NCc4ccc(F)cc4)C3)sc2n1 (configuration not stated)	-3.2%	7.1%	i	2.5%	-3.6%
CC(=O)N1N=C(c2ccc(C)o2)CC1c1ccc(Br)cc1 (configuration not stated)	9.3%	-4.5%	1.6%	24.0%	-7.1%
COc1cc2[nH]c(=O)n(CCCCCC(=O)N3CCN(c4ccccn4)CC3)c(=O)c2cc1OC	-3.7%	-17.2%	2.5%	9.5%	-1.4%
CNC(=O)c1nc(C)c(C2(C)CC(c3cccc([N+](=O)[O-])c3)=NO2)s1 (configuration not stated)	-9.3%	-10.8%	0.3%	-7.8%	0.6%
Cc1cc(OC(=O)c2c(F)cc(F)cc2F)nc(C)n1	0.1%	-4.1%	1.2%	-9.8%	1.8%
CCOc1ccc(C(=O)O/N=C(\N)c2ccccn2)cc1OCC	-7.2%	1.7%	9.3%	-0.6%	-10.5%
O=C(Cn1nnc2ccccc2c1=O)N1CCOCC1	-10.1%	-5.3%	1.6%	-12.3%	0.6%
Cc1ccc(O)c(C(=O)c2cnn(C(=O)COc3ccccc3C#N)c2)c1	-3.6%	5.2%	x	42.8%	x
CCOC(=O)N1CCN(CC(=O)Nc2nc3ccc(OC)cc3s2)CC1	-0.6%	1.8%	0.9%	16.5%	-3.9%
CCc1oc2c(C)c(O)ccc2c(=O)c1-c1ccc2ccccc2n1	-1.0%	2.3%	3.0%	19.5%	-0.7%
Cc1ccc(-n2c(CNc3ccc(F)cc3)nnc2SCC(=O)N2CCOCC2)cc1	10.4%	-8.3%	i	7.8%	0.7%
CCn1nnc(-c2ccccc2NS(=O)(=O)c2ccc(S(=O)(=O)N3CCCCCC3)cc2)n1	2.9%	-0.5%	0.8%	10.6%	-5.7%
COC(=O)C(NS(=O)(=O)c1cccc(S(=O)(=O)NC(C(=O)OC)c2ccccc2)c1)c1ccccc1 (configuration not stated)	2.8%	1.8%	0.0%	4.3%	5.5%
